ROMK mod – ROMK potassium channel modulators, primary screen, cell-based, thallium flux, MLSMR library; Tet-inducible ROMK, thallium flux fluorescence; actives lie on both sides; ATP-sensitive inward rectifier potassium channel 1 (Homo sapiens), P48048; hit rate 2% among 130,000; AID 1918, 2009; B-score at 10 µM;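 active = signal ratio slope over the read window, or its plate-corrected B-score, at least 3 SD from the plate mean, either direction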;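 note: B-score of the F/F0 ratio slope over 7 to 12 s after thallium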
Target sequence (P48048 whole entry, looked up): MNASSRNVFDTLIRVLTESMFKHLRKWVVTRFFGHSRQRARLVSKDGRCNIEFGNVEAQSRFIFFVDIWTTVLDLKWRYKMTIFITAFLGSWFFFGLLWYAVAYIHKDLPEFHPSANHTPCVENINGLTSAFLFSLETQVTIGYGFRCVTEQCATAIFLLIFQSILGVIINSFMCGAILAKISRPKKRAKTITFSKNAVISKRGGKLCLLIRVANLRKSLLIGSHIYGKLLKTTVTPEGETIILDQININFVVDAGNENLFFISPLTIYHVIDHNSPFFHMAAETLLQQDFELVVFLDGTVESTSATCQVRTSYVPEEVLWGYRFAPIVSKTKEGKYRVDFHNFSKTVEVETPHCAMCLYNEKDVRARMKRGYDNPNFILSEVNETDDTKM
bIAP inhibitor – bovine intestinal alkaline phosphatase inhibitors, primary screen, selectivity assay for TNAP inhibitor project, biochemical, bovine IAP, CDP-star luminescence; purified bovine IAP, 30 min; inhibition, % at 20 µM; 190,000 tested, under 10 active; AID 1019, 2008;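 active = over 50% inhibition of intestinal alkaline phosphatase at 20 µM in the single-dose screen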
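test system = bovine IAP enzyme | medium = DEA buffer 100 mM, pH 9.8, with MgCl2 1.0 mM, ZnCl2 0.02 mM | detection = luminescence | dosing = single compound dose of 20 µM, 2% DMSO final | incubation = 30 min reaction at room temperature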
STAT3 blocker – IL-6 driven STAT3 reporter inhibitors, primary screen, U3A cells, luciferase, luminescence, MLSCN library. IL-6 STAT3-luciferase reporter; host cell line lacks STAT1. inhibition, % at 5.5 µM. hit rate 0.89% among 190,000;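 active = inhibition above the mean inhibition across all screened compounds plus 3 SD, cut at about 44% in these data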;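 note: 0% = DMSO only wells and 100% = 100 µM nifuroxazide control wells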
bIAP activator – bovine intestinal alkaline phosphatase activators, primary screen, biochemical, bovine IAP, CDP-star luminescence; hit rate 0.17% among 200,000; alkaline phosphatase, intestinal [Bos taurus]; activation factor at 20 µM; purified bovine IAP, 30 min; stronger effect = higher value; fold of DMSO-control signal, blank-subtracted;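 active = activation factor of 2 or more at 20 µM, a signal rise over negative controls twice the positive control's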
TR-FRET SRC-2 ct – TR-FRET signal artefacts, primary screen, artefact control for PPARgamma SRC-2 agonist project, biochemical; TR-FRET artefact counter-screen; stronger effect = higher value; TR-FRET ratio at 8 µM; hit rate 0.4% among 200,000; AID 1049, 2008; in the data active = TR-FRET ratio above about 2000; note: inactives centre near 1500
PPARg SRC2 recr – agonists of PPARg-SRC-2 recruitment, primary screen, biochemical, HTS; Peroxisome proliferator-activated receptor gamma (Homo sapiens), P37231; PPARgamma LBD-SRC-2 recruitment; activation, % at 8 µM; hit rate 0.34% among 200,000; AID 1032, 2008; in the data active = activation above about 22%;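 note: 0% = vehicle and 100% = reference agonist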
Target sequence (P37231 whole entry, looked up, the tested form may be a part): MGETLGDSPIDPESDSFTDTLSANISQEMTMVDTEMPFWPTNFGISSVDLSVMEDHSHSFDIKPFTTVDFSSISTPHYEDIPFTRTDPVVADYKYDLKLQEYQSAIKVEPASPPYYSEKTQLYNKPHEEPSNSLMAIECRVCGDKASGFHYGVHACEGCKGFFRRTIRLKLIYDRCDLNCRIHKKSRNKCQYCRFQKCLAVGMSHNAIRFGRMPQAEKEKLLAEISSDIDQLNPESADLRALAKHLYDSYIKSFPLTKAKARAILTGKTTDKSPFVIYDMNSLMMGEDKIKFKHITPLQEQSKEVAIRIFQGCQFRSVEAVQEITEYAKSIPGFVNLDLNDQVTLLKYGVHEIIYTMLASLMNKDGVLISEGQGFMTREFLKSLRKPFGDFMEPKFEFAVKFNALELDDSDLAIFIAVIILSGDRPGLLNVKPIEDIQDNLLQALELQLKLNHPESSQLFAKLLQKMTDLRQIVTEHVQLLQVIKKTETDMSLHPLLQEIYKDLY
STAT3 activator – IL-6 driven STAT3 reporter potentiators, primary screen, U3A cells, luciferase, luminescence, MLSCN library | IL-6 STAT3-luciferase reporter; 100% = signal with IL-6 EC80 alone | activation (% of control), % at 5.6 µM | hit rate 0.91% among 190,000;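 active = activation above the screen-wide mean of compound activation plus 3 SD, cut at about 130% in these data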;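 note: 0% = background luminescence of wells with medium and substrate only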
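Material: STAT3-luciferase reporter U3A cells. Controls: IL-6-treated wells, 100% activation. Read-out: % activation versus median of IL-6-stimulated wells. Probe or stimulus: IL-6 stimulus at 33 ng/mL final. Timing: compound 1 h, then IL-6 6 h at 37 °C. Signal: reporter luminescence signal.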
PPARg SRC-3 ag – PPARgamma agonists recruiting SRC-3 coactivator, primary screen, biochemical | Peroxisome proliferator-activated receptor gamma (Homo sapiens), P37231 | biochemical PPARgamma/SRC-3 coactivator recruitment assay | activation, % at 8 µM | hit rate 0.26% among 200,000; in the data active = activation above about 23%;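 note: 0% = DMSO and 100% = reference agonist; some compounds past the cut are filed as inactive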
PPARg SRC-1 ag – PPARgamma agonists recruiting SRC-1 coactivator, primary screen, biochemical. Peroxisome proliferator-activated receptor gamma (Homo sapiens), P37231. PPARgamma-SRC-1 coactivator recruitment biochemical assay. activation, % at 8 µM. hit rate 0.41% among 200,000. AID 631, 2007; in the data active = activation above about 19%;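 note: 0% = DMSO and 100% = reference agonist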
TNAP act hi DEA – TNAP activators at high phosphate acceptor level, primary screen, biochemical, luminescence, uHTS | activation factor at 20 µM | Alkaline phosphatase, tissue-nonspecific isozyme (Homo sapiens), P05186 | 200,000 tested, under 10 active | purified TNAP, CDP-star luminescence, 1 M DEA, 30 min; stronger effect = higher value; 0 = EDTA background, 1 = DMSO-only activity;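 active = activation factor at least 2 at 20 µM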
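Control set: EDTA negative control, DMSO positive control / Assay system: human TNAP / Quantity: TNAP 1/800 final / Evaluation: TNAP activation factor scaled between EDTA and DMSO control wells / Measured by: luminescent substrate turnover signal / Compound dosing: one dose, 20 µM / Times: 30 min enzyme reaction at room temperature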
STAT1 blocker – STAT1 signaling inhibitors, primary screen, cell-based, HTS, luciferase reporter | NIH 3T3 STAT1-luciferase reporter, IFN-gamma, luminescence | inhibition, % at 5.5 µM | hit rate 0.35% among 200,000 | AID 920, 2007;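 active = inhibition above a set limit, the mean inhibition across all tested compounds plus 3 SD, cut at about 34% in these data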;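 note: 0% = IFN-gamma with DMSO and 100% = IFN-gamma with 300 µM nifuroxazide; values of inactives mirror those of a sister screen read the other way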
* hit, by the source's call; x = not tested or not shown.

Value order – ROMK mod	bIAP inhibitor	STAT3 blocker	bIAP activator	TR-FRET SRC-2 ct	PPARg SRC2 recr	STAT3 activator	PPARg SRC-3 ag	PPARg SRC-1 ag	TNAP act hi DEA	STAT1 blocker
COc1ccccc1C(=O)NC(C)c1nc2ccccc2[nH]1 (centres undefined)
  x	10	23	0.9	1533	3	84	1	-4	1.1	-5
CC(C)(C)n1nnnc1C(c1cccs1)N1CCN(C(=O)c2ccco2)CC1 (centres undefined)
  x	8	8	0.9	1673	6	97	3	7	1	16
CN(CCc1ccccn1)C1CC(=O)N(c2ccc(Cl)cc2)C1=O (centres undefined)
  0.0012	-10	-2	1.1	1598	0	100	-4	-8	1.1	3
CC(=O)OCC1O[C@@H](O[C@@H]2C[C@H]3C(C)(C)[C@H](OC(C)=O)CC[C@]3(C)[C@H]3CC[C@]45C[C@]4(CC[C@H]5[C@@H](C)C[C@@H](O)[C@H](O)C(C)(C)O)[C@@]32C)[C@H](O)[C@@H](O)[C@@H]1O (some centres undefined)
  0.16	0	-5	1	1387	0	102	-1	1	1.1	-9
Cn1cnnc1SCC(=O)Nc1ccc2c(c1)CCC2
  x	-3	6	1	1558	2	96	0	-1	1	1
C=CCN(CC=C)S(=O)(=O)c1ccc2nsnc2c1
  -0.61	13	1	0.9	1456	0	104	-1	7	1	-9
CCC/C(=N\NC(=O)c1ccc(CSc2nncn2C)cc1)c1ccccc1
  0.94	4	1	1	1586	-6	99	1	-3	1.1	0
[O-]c1n[n+](-c2ccc(Cl)cc2Cl)cc2ccccc12
  0.28	11	-6	0.9	1395	6	107	4	2	1.1	3
COC(=O)c1ccc(NC(=O)COC(=O)c2cccc3c(=O)c(C)c(-c4ccccc4)oc23)cc1
  x	11	4	0.9	1540	-2	102	2	8	1	5
O=C1OCc2cc(NC(=O)C3CCCCC3)ccc21
  0.84	19	3	0.8	1627	2	100	0	-2	1	-2
COc1ccc(C(C(=O)NC2CCCC2)N(CCN(C)C)C(=O)c2snc(C(N)=O)c2N)cc1 (centres undefined)
  x	2	7	1	1514	-1	98	4	-6	1.1	-5
C=CCSc1nnc(-c2ccncc2)n1-c1ccc(OCC)cc1
  0.49	4	-3	1	1638	9	106	-9	4	1	-1
N=c1sccn1CC(=O)Nc1ccccc1Sc1ccccc1
  -1.1	21	8	0.8	1567	5	96	4	2	1	7
Cc1ccc(NC(=O)/C(C#N)=C/c2ccc(Sc3nc(C)cc(C)n3)o2)cc1
  0.021	-8	22	1.1	1540	9	86	6	4	1	-3
O=C(C1CCC(CNc2nc(=S)[nH]c3ccccc23)CC1)N1CCN(c2ccccn2)CC1 (centres undefined)
  0.77	4	50*	1	1521	4	58	-14	6	1.1	10
COc1cc(CN2CCC(C(=O)NC3CCCC3)CC2)cc(Br)c1O
  x	-2	4	1	1695	-12	98	5	3	1	-10
O=C(CN1C(=O)c2cccc3cccc1c23)N1CCN(c2ccccc2)CC1
  x	6	7	0.9	1338	3	96	-2	4	1	3
Cc1cccc(Cn2c(SCCN3CCOCC3)nc3c2c(=O)n(C)c(=O)n3C)c1
  x	6	-3	0.9	1536	4	103	3	-3	1	10
CCn1c(SCC(=O)N/N=C/c2c[nH]c3ccccc23)nnc1-c1ccc(C)cc1
  -0.62	-10	8	1.1	1691	3	103	2	-5	1	9
CN(C)c1ccc(C=C2C(=O)OC3(CCCC3)OC2=O)cc1
  -4*	6	1	0.9	1539	-5	103	4	-2	1	-1

Next part; it opens with the 2 that closed the last part.
Value order – ROMK mod	bIAP inhibitor	STAT3 blocker	bIAP activator	TR-FRET SRC-2 ct	PPARg SRC2 recr	STAT3 activator	PPARg SRC-3 ag	PPARg SRC-1 ag	TNAP act hi DEA	STAT1 blocker
CCn1c(SCC(=O)N/N=C/c2c[nH]c3ccccc23)nnc1-c1ccc(C)cc1
  -0.62	-10	8	1.1	1691	3	103	2	-5	1	9
CN(C)c1ccc(C=C2C(=O)OC3(CCCC3)OC2=O)cc1
  -4*	6	1	0.9	1539	-5	103	4	-2	1	-1
O=C(Oc1ccc2ccccc2c1Cl)N1CCCCCC1
  x	4	3	1	1449	3	102	1	0	1	-81
CCOC(=O)c1nc2nc(-c3cccs3)cc(C(F)(F)F)n2n1
  0.017	-12	-4	1.1	1368	-6	101	-5	3	1	-6
Cc1ccc(CCC(=O)Nc2ncc(Cc3cc(Cl)ccc3Cl)s2)o1
  1	5	-5	0.9	1505	7	102	1	0	1	11
CCc1nc(NCC(C)C)c(C#N)c2c1COC(C)(C)C2
  0.015	5	3	0.9	1416	-2	98	-2	-4	1	10
C=CCOC(=O)C1=C[C@H](c2ccc(C(F)(F)F)cc2)[C@@H](CCCO)[C@H](OCC)O1
  x	-6	x	1.1	1351	-7	x	-1	-12	1.1	17
O=c1cc([O-])[n+]2c3n1CCCN3CCC2
  -0.15	-4	4	1	1511	-1	97	3	-12	0.9	1
O=C1CC(c2ccc(F)cc2)Cc2nc(NCc3ccco3)ncc21 (centres undefined)
  x	12	11	0.9	1493	7	94	1	3	1	2
COC(=O)c1ccc(/C=N/Nc2nc(-c3ccc(C)cc3)cs2)cc1
  x	3	2	1	1524	-4	97	-2	-2	1	3
O=C1N=c2ccccc2=C1c1sc(NS(=O)(=O)c2ccccc2)nc1O
  -0.21	7	1	0.9	1549	6	101	3	-2	1	5
COc1ccccc1C1/C(=C(/O)c2ccc(C)cc2)C(=O)C(=O)N1CCN1CCOCC1 (centres undefined)
  1.5	15	-3	0.8	1599	6	98	-3	2	1	4
O=C(Cn1nnc2ccccc2c1=O)NCc1ccco1
  0.63	7	9	0.9	1364	7	99	4	10	1.1	-3
CC1Cc2ccccc2N1C(=S)NC(=O)c1ccco1 (centres undefined)
  0.57	-9	3	1.1	1535	2	101	-2	-1	1.1	-4
Cc1cn2c(N)c(C=C3C=C(Cl)C(=O)C(Cl)=C3)c(=O)nc2s1
  -6.1*	0	11	1	1579	1	99	1	-4	0.9	-7
CC(=O)c1cccc(NC(=O)C(CC(C)C)NC(=O)C2CCCCC2)c1 (centres undefined)
  1.3	-2	5	1	1421	-3	106	-1	-7	1	11
COc1ccc(C(=O)Nc2sc(C(=O)N(C)C)c(C)c2C#N)cc1[N+](=O)[O-]
  0.1	2	0	1	1583	6	98	-3	-1	1	11
CC1(C)CC(=O)C(C=NCC2CCN(C(=S)Nc3cccc(Cl)c3)CC2)=C(O)C1
  -2	-14	5	1.1	1676	9	100	3	6	1	-3
O=C(CCN1CCOCC1)Nc1ccc2c(c1)N(C(=O)CN1CCOCC1)c1ccccc1CC2
  0.88	-5	4	1.1	1567	7	102	-1	-2	1	-3
COc1cccc(NC(=O)CN(C)CC(=O)Nc2ccccc2-c2ccccc2)c1
  0.59	-27	2	1.3	1541	-2	106	-2	-4	1.1	0
CCOC(=O)C(O)(CC(=O)Nc1ccc(Cl)cc1Cl)C(F)(F)F (centres undefined)
  x	5	-4	1	1693	7	104	-10	2	1	-20
CC(C)C(=O)Nc1ccc(C(=O)NNC(=O)c2ccco2)cc1
  x	7	-12	0.9	1531	-3	115	-4	-9	0.9	10
CCCCOC(=O)c1ccc(NC(=O)c2nn(C)cc2Br)cc1
  -0.1	-12	12	1.1	1531	10	92	12	-4	1	-7
Cc1nn(-c2ccccc2)cc1/C=N/NS(=O)(=O)c1ccccc1
  -0.29	-17	-6	1.2	1532	2	106	-2	11	1	7
COc1cc(NC(=O)c2ccco2)c(OC)cc1NC(=O)CSc1ncc(-c2ccc(F)cc2)[nH]1
  x	-1	3	1	1516	4	104	3	-5	1	4
Cc1nc(NC(C)c2ccccc2)sc1C(=O)Nc1ccccc1 (centres undefined)
  0.67	-5	14	1	1488	2	95	2	7	1	0
CCOC(=O)c1sc(SC)c(C(C)=O)c1C
  1.7	23	15	0.8	1629	5	90	4	7	1	-2
O=C(O)C1CCCCC1C(=O)NCc1ccc(F)cc1 (centres undefined)
  0.84	9	6	0.9	1323	-9	98	-7	4	1	-5
Cc1noc(C)c1COc1ccc(CC(=O)NCCc2ccccc2)cc1
  -1.2	-15	8	1.1	1706	10	98	3	13	1	1
O=C(NNC1=NCCC1)c1cccc(S(=O)(=O)N2CCCCC2)c1
  x	-22	-6	1.2	1542	-4	101	0	-5	1	-1
O=C(C1=C[C@H](C2CCCCC2)C[C@H](OCc2ccc(CO)cc2)O1)N1CCOCC1
  x	-2	x	1	1731	5	x	3	-1	1.1	-1
CC(=O)NCCn1c(SCC(=O)NC2CCCCC2)nc2ccccc2c1=O
  0.73	13	6	0.9	1542	0	101	-1	-4	1	1
C=CCOc1ccc(C2CC(C)=NN2c2ccccc2)cc1 (centres undefined)
  -0.46	-3	-4	1	1631	-3	107	1	-6	1	-13
COc1cccc(/C=N/n2cnnc2)c1OCc1ccccc1
  0.0065	6	3	0.9	1586	9	98	1	5	1	7
Cc1ccccc1NC(=O)C1CC(=O)OC12CCOC(C)(C)C2 (centres undefined)
  0.48	3	-3	1	1441	2	106	4	-7	1	-3
CC(C)(C)c1ccc(NC(=O)COC(=O)c2ccc(NS(=O)(=O)c3ccc(F)c(F)c3)cc2)cc1
  1.1	14	8	0.9	1672	0	95	3	9	1	0
Cc1ccc(S(=O)(=O)N2c3ccccc3OCC2C(C)(C)C)cc1 (centres undefined)
  x	6	9	0.9	1733	14	95	2	6	1	4
Nc1nc(-c2c[nH]c3ccccc23)cs1
  x	28	1	0.7	1857	13	104	36*	20*	1.1	7
Cn1cc([N+](=O)[O-])c(C(=O)NCC(=O)O)n1
  0.065	-5	8	1.1	1543	-8	98	-1	8	1	-2
Cc1ccccc1NC(NC(=O)OCCn1c([N+](=O)[O-])cnc1C)C(Cl)(Cl)Cl (centres undefined)
  x	21	-9	0.8	1562	-1	107	-1	-7	1	-1

Screening data (PubChem BioAssay)
